Yeast life ext = extends the lifespan of yeast. S. cerevisiae growth with nicotinamide, OD615; deaD strain in restrictive glucose medium. inhibition of the nicotinamide effect, % at 10 µM. actives 0.68% (n = 130,000). AID 775;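 active means inhibition above a set limit, placed 3 SD over the median of all compounds, cut at about 26% in these data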;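 further: 0% = nicotinamide-treated wells and 100% = cells grown without nicotinamide; some compounds called inactive have numbers as strong as hits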
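assay system = DeaD-strain S. cerevisiae | buffer or medium = restrictive glucose medium | reagent = 1.5 mM nicotinamide | compound = 10 µM single point, 0.25% DMSO | incubation = 48 h compound exposure at 30 °C, humidified | signal = OD615 measurement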
E-sel TNF inh = TNF alpha driven E-selectin expression inhibition; actives 0.71% (n = 120,000); inhibition, % at 2 µM; HUVEC TNFa-induced E-selectin immunofluorescence, high content;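 active means inhibition above the batch mean plus 3 SD, and confirmed as a hit on visual image review, cut at about 43% in these data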;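 further: 0% = TNF-stimulated DMSO wells and 100% = unstimulated control wells; not every result past the cut was called active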
Yeast growth inh = reduces growth of yeast BB579 in restrictive medium. S. cerevisiae BB579 growth, OD615, 48 h. inhibition, % at 10 µM. actives 0.51% (n = 140,000). AID 804;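 active means inhibition above a set limit, 3 SD over the mean compound inhibition, cut at about 44% in these data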; further: inactives centre near -24
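System: Saccharomyces cerevisiae DeaD strain BB579, replicative lifespan model yeast. Buffer or medium: restrictive glucose-based CSMM-D medium. Doses: one dose, 10 µM compound with 0.25% DMSO. Timing: 4 h preincubation and 48 h exposure at 30 °C. Detection: turbidity as optical density at 615 nm. Benchmarks: amphotericin B 10 µg/mL, positive.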
Phagocyt inh = macrophage phagocytosis inhibition; J774A.1 macrophage IgG-bead phagocytosis, imaging; inhibition, % at 5 µM; actives 0.07% (n = 110,000); AID 1029;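 active means inhibition above the mean of the plate negative controls plus 5 SD, cut at about 13% in these data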;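 further: phagocytic index as fraction of beads internalized from green versus red external bead signal; plate controls were DMSO negative control for no effect and cytochalasin-D positive control for full effect; some results beyond the cut were filed as inactive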
GALR2 blocker = antagonists of human galanin receptor 2 (GALR2). actives 0.39% (n = 140,000). GALR2-expressing cells, antagonist mode. AID 828. inhibition, % at 4 µM. O43603; in the data active means inhibition above about 27%;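 further: cells stimulated with galanin 1-16 at roughly its EC80; 0% = agonist challenge control and 100% = basal control without agonist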
Target sequence (O43603 whole entry, looked up): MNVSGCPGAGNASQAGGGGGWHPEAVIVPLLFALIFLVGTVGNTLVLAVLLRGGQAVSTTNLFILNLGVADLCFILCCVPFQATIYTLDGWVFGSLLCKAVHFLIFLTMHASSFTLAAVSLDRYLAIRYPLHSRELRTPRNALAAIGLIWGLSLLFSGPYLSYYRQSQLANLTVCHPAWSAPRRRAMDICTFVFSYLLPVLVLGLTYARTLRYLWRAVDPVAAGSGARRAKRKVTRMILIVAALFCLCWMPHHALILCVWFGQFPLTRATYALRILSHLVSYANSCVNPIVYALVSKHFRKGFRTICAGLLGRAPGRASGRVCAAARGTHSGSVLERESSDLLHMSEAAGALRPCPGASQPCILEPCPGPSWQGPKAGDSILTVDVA
bCat KO growth = beta-catenin-lacking colon tumor cell growth suppression; HCT116 beta-catenin knockout viability, CellTiter-Glo, 60 h; stronger effect = lower value; viability, % at 10 µM; actives 1.5% (n = 140,000);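 active means viability at or under a set limit, the compound median less 4 SD, cut at about 6% in these data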;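 further: 0% = Hyamine 1622 control at 20 µM and 100% = untreated cell control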
Measles CPE = protection of cells from measles virus; AID 841; actives 1.5% (n = 140,000); Measles virus-infected cells, CPE protection, absorbance; protection (pct of control), % at 4 µM; in the data active means protection mostly above about 24%, no sharp cut-off; inactive means mostly below about 26%; further: some compounds called inactive have numbers as strong as hits
NPY-Y2 antag = antagonists of human neuropeptide Y receptor Y2; P49146; NPY-Y2 expressing cells, antagonist mode; inhibition, % at 2.7 µM; actives 0.99% (n = 140,000); in the data active means inhibition above about 17%;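 further: 0% = vehicle with agonist challenge and 100% = reference antagonist with challenge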
Target sequence (P49146 whole entry, looked up): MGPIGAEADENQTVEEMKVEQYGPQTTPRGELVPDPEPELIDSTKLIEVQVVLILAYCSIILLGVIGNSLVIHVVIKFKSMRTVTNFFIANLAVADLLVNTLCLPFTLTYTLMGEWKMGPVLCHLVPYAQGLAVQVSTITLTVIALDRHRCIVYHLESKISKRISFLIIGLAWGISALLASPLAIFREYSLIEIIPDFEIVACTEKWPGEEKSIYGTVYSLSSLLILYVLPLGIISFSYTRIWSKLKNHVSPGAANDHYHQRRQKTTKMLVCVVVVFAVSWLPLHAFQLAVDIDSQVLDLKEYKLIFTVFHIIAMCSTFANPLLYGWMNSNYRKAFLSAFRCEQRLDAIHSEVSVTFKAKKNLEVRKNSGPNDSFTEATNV
MRP1 act = MRP-1 activation. H69AR cells + doxorubicin, viability rescue, CellTiter-Glo. viability increase, % at 10 µM. actives 0.61% (n = 140,000);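 active means viability gain under doxorubicin at or above a set limit, the compound median plus 3 SD, cut at about 4.7% in these data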;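 further: MRP-1 overexpressing cells given doxorubicin 25 µM after compound pretreatment; 18-22 h compound pretreatment then 72 h with doxorubicin before readout; 0% = doxorubicin-only wells and 100% = vehicle-treated cells without doxorubicin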
HCT116 PTEN-null = PTEN-deleted cell growth suppression | HCT116 PTEN-null viability, CellTiter-Glo, 60 h; stronger effect = lower value | viability, % at 10 µM | AID 827 | actives 1.2% (n = 140,000);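 active means viability at or below a set limit, 4 SD under the median of all tested compounds, cut at about 3.7% in these data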;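 further: PTEN knockout HCT116 line with beta catenin targeted HCT116 as companion control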
* = called active by the depositor; / = not tested or not shown. An unsorted share of the library; 6.4% or so of the library scored in one or more.

SMILES | Yeast life ext | E-sel TNF inh | Yeast growth inh | Phagocyt inh | GALR2 blocker | bCat KO growth | Measles CPE | NPY-Y2 antag | MRP1 act | HCT116 PTEN-null
O=C(/C=C/c1ccc(O)cc1)c1ccc(NC2=C(N3CCCCC3)C(=O)c3ccccc3C2=O)cc1 | -5 | -26 | -16 | 3 | 11 | 13 | 13 | 6 | -3.9 | 24
CCCS(=O)(=O)NCCc1cc2ccc(C)cc2[nH]c1=O | / | 3 | 2 | / | 1 | 83 | 5 | 4 | -2.4 | 90
N=c1sccn1CC(=O)Nc1ccccc1Oc1ccccc1 | -13 | 12 | -20 | 1 | 7 | 82 | 12 | 6 | -1.8 | 83
CC(C)(C)C(=O)NCCn1ccc2ccccc21 | -10 | -5 | -19 | 0 | 2 | 90 | 15 | -2 | -2.6 | 94
Cc1ccc(C)c(-n2c(Cc3cc(=O)[nH]c(=O)[nH]3)nnc2SCC(=O)NCC2CCCO2)c1 (stereo unspecified) | -2 | / | -1 | / | 0 | 95 | 3 | 0 | 0.6 | 93
O=C(O)CCC(=O)Nc1nnc(C(F)(F)F)s1 | -5 | -11 | -9 | -1 | -2 | 101 | 7 | 0 | -0.4 | 103
Cc1sc2ncnc(OCC(=O)NCc3cccs3)c2c1C | 3 | 4 | -47 | / | -7 | 88 | 9 | -3 | -3.1 | 88
CN(C)CCC=C1c2ccccc2CCc2ccccc21 | -2 | / | -43 | / | 9 | 72 | 3 | 5 | -2.2 | 63
Cc1ccccc1NC(=O)CSc1[nH]c(=O)cc(C)c1C#N | -9 | / | -30 | -2 | 6 | 109 | 2 | 4 | 0.8 | 106
COc1cc(-c2cn[nH]c2N)cc(OC)c1OC | -2 | -5 | -7 | 0 | -4 | 94 | 24 | 1 | -3.0 | 94
O=C1c2ccccc2C(=O)C12OC2c1cccc2ccccc12 (stereo unspecified) | 6 | / | -12 | -2 | -5 | 94 | 12 | 3 | 0.7 | 96
Cc1cc(Nc2ccccc2)n(C(=O)c2ccc(Cl)cc2)n1 | / | -30 | -20 | / | 5 | 93 | 44* | 1 | -2.9 | 98
O=C(c1ccc(CN2CCc3ccccc3C2)cc1)N1CCCCC1 | -14 | -60 | -5 | -1 | 24 | 73 | 2 | 2 | -0.7 | 81
O=C(NCc1cccs1)c1cc2ccccc2o1 | -10 | 8 | 6 | 0 | -3 | 94 | 4 | 5 | 2.1 | 88
CC1=C(C(=O)c2ccccc2)C(c2cn(-c3ccccc3)nc2-c2ccc(Cl)cc2)NC(=S)N1 (stereo unspecified) | -3 | 30 | -31 | -2 | -12 | 69 | 2 | 1 | -1.7 | 58
COc1ccc(C2CN=NC23CCCc2ccccc2C3=O)cc1 (stereo unspecified) | -7 | -31 | -30 | -2 | 3 | 30 | 25 | 5 | -4.7 | 31
COc1ccc(C(=O)Nc2cc3c(cc2C#N)OCO3)cc1S(=O)(=O)NCc1ccco1 | -10 | / | 10 | -2 | 11 | 99 | 10 | 0 | 0.9 | 98
CCOC(=O)c1ccc(-c2nnc(-c3ccc(Cl)cc3Cl)o2)cc1 | 5 | -23 | -27 | 0 | 13 | 98 | 32 | 14 | -1.5 | 95
COC(=O)C1CCN(C(=O)/C=C/c2ccc(OC)cc2)CC1 | -7 | 11 | -11 | 0 | 6 | 94 | 14 | -1 | -1.9 | 105
CCCn1c(CCc2ccccc2)nnc1SCC(=O)N1CCCC1 | -6 | -21 | -7 | 0 | -8 | 96 | 5 | 0 | -1.7 | 101
COc1cccc(NC(=O)CNS(=O)(=O)c2ccc3nc(C)sc3c2)c1 | 3 | / | -29 | -1 | -8 | 99 | 17 | 3 | -1.3 | 108
COC(=O)c1ccc(/C=N/Nc2nc(-c3ccccc3)cs2)cc1 | 0 | / | -8 | -3 | 12 | 96 | / | 2 | 2.4 | 92
CCOc1ccc(C(=O)Nc2nnn(CC)n2)cc1 | -17 | 32 | -7 | 0 | 5 | 97 | 5 | 3 | -2.1 | 100
c1ccc2oc(-c3ccc(Nc4nc(N5CCCCC5)nc(N5CCOCC5)n4)cc3)nc2c1 | -12 | -30 | -41 | 0 | 4 | 103 | 13 | -1 | -0.5 | 101
Cc1noc(/C=C/N(C)C)c1S(=O)(=O)N(C)CC(=O)NC1CCCCC1 | -15 | 6 | -23 | 0 | -7 | 88 | 6 | -3 | 1.1 | 86
COc1ccc(C)cc1NC(=O)c1ccc(CN2CCN(c3ccccc3)CC2)cc1 | -4 | / | -36 | -4 | 3 | 88 | 12 | 7 | 1.7 | 90
CCOC(=O)COc1nc(Nc2ccccc2C)nc(N(C)C)n1 | -8 | 4 | 3 | -1 | 2 | 96 | 4 | 4 | -2.7 | 108
COc1ccc(NS(=O)(=O)c2ccc(NS(=O)(=O)c3ccc(C)cc3)cc2)nn1 | -16 | -78 | -12 | -2 | 3 | 95 | 3 | 2 | -2.6 | 85
O=C(NCCN1CCCCC1)Nc1ccccc1 | 1 | 1 | 5 | / | -26 | 94 | 2 | 2 | -1.8 | 82
COc1ccc(C(=O)C[n+]2ccc3c(c2)nc(-c2cc(OC)c(OC)cc2OC)n3C)cc1 | -3 | -30 | -6 | -1 | -44 | 96 | 15 | 1 | -1.1 | 94
CCN(CC)S(=O)(=O)c1cccc(NC(=O)c2cc(=O)[nH]c3ccccc23)c1 | -3 | 10 | -14 | -5 | 7 | 91 | 19 | 2 | -1.0 | 82
CC1=CC(C)(C)Nc2ccc(OC(=O)CN3C(=O)C4CCCCC4C3=O)cc21 (stereo unspecified) | 8 | -73 | -18 | / | 17 | 0.5* | 19 | 1 | -2.9 | 0.8*
CC1=CC(C)(C)N(C(=O)C(C)N2C(=O)c3ccccc3C2=O)c2ccc(C)cc21 (stereo unspecified) | -12 | 4 | -46 | -1 | 3 | 72 | 7 | 3 | -1.1 | 70
O=C(N/N=C/c1ccc([N+](=O)[O-])s1)c1ccccc1Br | -10 | 5 | -38 | / | 1 | 1.9* | 7 | -1 | -5.3 | 1.8*
Cc1ccccc1N(CC(=O)N/N=C/c1cc(C)n(-c2ccccc2C)c1C)S(C)(=O)=O | -7 | -10 | -15 | 2 | -19 | 94 | 29 | 2 | -1.0 | 92
CC1CCCC(C)N1C(=O)CSc1nnc(-c2cccs2)o1 (stereo unspecified) | -8 | -16 | -30 | -1 | -3 | 94 | 3 | 8 | -2.8 | 92
Cc1ccc(S(=O)(=O)N2CC3(C)CN(S(=O)(=O)c4ccc(C)cc4)CC(C)(C2)C3O)cc1 (stereo unspecified) | -2 | -14 | -35 | 0 | 10 | 92 | 10 | 1 | -2.1 | 96
CCC(=O)N/N=C(\C)CC(=O)Nc1ccc2ccccc2c1 | -30 | -10 | -31 | 0 | 0 | 106 | 20 | 13 | -1.6 | 94
O=[N+]([O-])c1ccc2c(c1Nc1ccccc1)=NC1(CCCCC1)N=2 | -5 | / | 16 | / | 9 | 83 | 22 | -4 | -3.5 | 85
O=C(NNC(=O)c1ccc2c(c1)OCO2)NC12CC3CC(CC(C3)C1)C2 | -1 | 0 | -30 | -4 | 0 | 86 | 17 | 2 | -0.3 | 92

Some entries already given, reduced to Yeast life ext.
structure | Yeast life ext
O=C(NCCN1CCCCC1)Nc1ccccc1 | 1
COc1ccc(C(=O)C[n+]2ccc3c(c2)nc(-c2cc(OC)c(OC)cc2OC)n3C)cc1 | -3

Three compounds from above, ordered by their value in GALR2 blocker, low to high.
| structure | GALR2 blocker |
| --- | --- |
| COc1ccc(C(=O)C[n+]2ccc3c(c2)nc(-c2cc(OC)c(OC)cc2OC)n3C)cc1 | -44 |
| Cc1ccccc1N(CC(=O)N/N=C/c1cc(C)n(-c2ccccc2C)c1C)S(C)(=O)=O | -19 |
| COc1ccc(NS(=O)(=O)c2ccc(NS(=O)(=O)c3ccc(C)cc3)cc2)nn1 | 3 |

Next part
SMILES | Yeast life ext | E-sel TNF inh | Yeast growth inh | Phagocyt inh | GALR2 blocker | bCat KO growth | Measles CPE | NPY-Y2 antag | MRP1 act | HCT116 PTEN-null
CCOc1cc(C#N)c(NC(=O)c2cccnc2Cl)cc1OCC | -9 | -7 | -41 | -3 | 11 | 101 | 8 | 1 | -1.1 | 105
Cc1ccc(-c2nn3c(C)nnc3s2)cc1NC(=O)CSc1ccc(Cl)cc1 | -4 | 3 | -34 | / | 2 | 99 | 1 | 4 | -1.6 | 96
CCOC(=O)c1c(-c2ccc(OCC)cc2)csc1NC(=O)CCN1C(=O)c2ccccc2C1=O | 1 | 8 | 24 | -2 | -7 | 101 | 16 | 1 | 2.8 | 102
Cc1nc2cc(-c3ccsc3-n3c(C)ccc3C)[nH]n2c(=O)c1Cl | -3 | 19 | -35 | / | 3 | 95 | 19 | 3 | 6.0* | 89
CC(C)OC(=O)c1ccc(COC(=O)c2cccc(-c3nnc(-c4ccccc4)o3)c2)cc1 | 6 | 9 | -23 | 1 | 9 | 41 | 30 | 3 | -0.9 | 44
CCOC(=O)Cc1csc(NC(=O)CSc2nc(C)cc(=O)[nH]2)n1 | -2 | 2 | -35 | -2 | -1 | 99 | 26 | -1 | -0.9 | 103
CCCc1nn(C)c2c(=O)[nH]c(-c3ccccc3OCC)nc12 | -3 | / | -7 | -1 | 8 | 79 | 2 | 2 | -0.2 | 84
CCOc1ccccc1NC(=O)Cc1ccccc1OC | -5 | 0 | -19 | -1 | 11 | 92 | 12 | 2 | -3.6 | 90
O=C(Cn1ncc2c(=O)oc3ccccc3c21)NC1CC1 | -3 | -1 | -44 | -2 | 8 | 97 | 13 | -1 | -1.4 | 89
NC(=O)c1cccnc1Nc1ccccc1F | 1 | / | 9 | -3 | 9 | 95 | 4 | 1 | -0.1 | 101
CCCCNC(=O)C1CCCN(S(=O)(=O)c2ccc(S(=O)(=O)NCC(C)C)cc2)C1 (stereo unspecified) | -5 | -10 | -7 | 0 | -2 | 85 | 11 | 0 | -1.4 | 96
CCCn1nnc(NC(=O)c2cc(Br)cc(Br)c2OC)n1 | -3 | 49 | -35 | -1 | -5 | 91 | 16 | 3 | 0.7 | 98
CCC(=O)Nc1cc2nn(-c3ccc(OC)cc3)nc2cc1C | -6 | -14 | -26 | 6 | 9 | 93 | 4 | 6 | -3.9 | 96
COc1ccccc1CNC(=O)c1ccc(SC)cc1OC | -11 | -25 | -20 | 1 | 9 | 73 | 26 | 6 | -1.0 | 72
CCOc1ccccc1OCC(=O)NCc1ccco1 | -5 | -35 | -38 | 0 | -6 | 90 | 3 | 1 | -3.8 | 91
C=CCNc1nnc(C)c2ccccc12 | -14 | / | -11 | 0 | -2 | 87 | 5 | 0 | -1.7 | 72
